Screening data: PubChem, several laboratories
hERG protect: hERG rescue from dofetilide block, primary screen, cell-based, CHO-hERG, FluxOR thallium flux, dofetilide IC70; Voltage-gated inwardly rectifying potassium channel KCNH2 (Homo sapiens), Q12809; 310,000 tested, 0.51% active; dofetilide IC70 present; activation (rescue from dofetilide block), less the hit threshold, % at 10 µM; AID 1511, 2009;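 active = activation above the mean of controls blocked by dofetilide plus 5 SD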;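 note: thallium influx through hERG after potassium depolarization seen as dye fluorescence rise; in these data hits start at about 4.7%; inactives centre near -7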
KCNQ1 block: inhibitors of human KCNQ1 channel, primary screen, cell-based, thallium flux, high-throughput; Potassium voltage-gated channel subfamily KQT member 1 (Homo sapiens), P51787; CHO-K1 KCNQ1, FluxOR thallium flux fluorescence; hits give high values; B-score at 10 µM; 310,000 tested, 1.3% active; AID 2642, 2010;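 active = compounds whose thallium flux B-score, printed positive for inhibition, exceeds three library SD while starting fluorescence stays within three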;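 note: channel opened by potassium depolarization with thallium stimulus after 20 min compound exposure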
SKKanGAS inh: S. pyogenes SKKanGAS growth inhibitors in kanamycin, primary screen, streptokinase expression inhibitor project, SKKanGAS strain, BacTiter-Glo luminescence; inhibition, % at 7.5 µM; 6 h; AID 1662, 2009; 300,000 tested, 1.3% active;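 active = mean replicate score, as percent of positive control median, at least 50; inconclusive = mean below 50 but one replicate at or above 50; inactive = mean and every replicate below 50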;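 note: strain carries kanamycin resistance gene driven by streptokinase promoter and grows in 40 µg/ml kanamycin; loss of luminescence reflects streptokinase promoter inhibition or plain growth inhibition; 0% = median of DMSO wells and 100% = positive control at its reference dose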
TMEM16A inh: TMEM16A chloride channel inhibitors, primary screen, cell-based, HTS | AID 588511, 2011 | normalized B-score (activity score, 25-100; higher = stronger inhibition) at 10 µM | HEK293 TMEM16A/YFP iodide influx fluorescence, ionomycin | Anoctamin-1 (Mus musculus), Q8BHY3 | 310,000 tested, 1.2% active;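 active = ratio plate-corrected score three or more library SD toward inhibition, starting fluorescence score within five deviations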;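 note: score derived from kinetic fluorescence span divided by baseline fluorescence per well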
TMEM16A act: TMEM16A chloride channel activators or potentiators, primary screen, cell-based, HTS. B-score at 10 µM. 340,000 tested, 0.3% active. HEK293 TMEM16A/YFP-H148Q/I152L, iodide quench fluorescence; hits give low values;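 active = fluorescence-ratio B-score plate-corrected deviation score at least 3 library SD below zero, with starting fluorescence score within 5 deviations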;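 note: channel opened by trigger with iodide after compound preincubation; score built on the fluorescence ratio of max minus min over baseline; more negative score means more quench and so TMEM16A activation or potentiation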
RGS4 inh: RGS4 inhibitors, primary screen, cell-based, HEK293 M3R inducible RGS4, calcium flux; Regulator of G-protein signaling 4 (Homo sapiens), P49798; Fluo-4 calcium flux; hits give high values; triggered by carbachol at its EC20; B-score at 10 µM; 310,000 tested, 0.45% active; AID 463165, 2010;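 active = B-score, a plate-corrected calcium signal, over three deviations above library mean, with baseline fluorescence within five deviations of library mean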;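 note: RGS4 expression induced by doxycycline in cells with stable M3 receptor; B-score is computed from the integrated fluorescence ratio over baseline after carbachol; higher B-score means a larger calcium signal and so more RGS4 inhibition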
Target sequence (P49798 whole entry, looked up): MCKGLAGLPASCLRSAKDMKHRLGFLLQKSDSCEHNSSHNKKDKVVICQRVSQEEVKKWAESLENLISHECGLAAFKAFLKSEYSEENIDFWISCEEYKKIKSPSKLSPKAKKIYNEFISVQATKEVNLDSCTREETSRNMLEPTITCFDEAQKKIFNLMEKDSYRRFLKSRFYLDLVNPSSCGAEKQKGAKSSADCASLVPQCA
KCNQ1 act: potentiators or activators of KCNQ1 channel, primary screen, cell-based, thallium flux, high-throughput; B-score at 10 µM; CHO-K1 KCNQ1, thallium flux FluxOR fluorescence; hits give high values; 310,000 tested, 0.35% active;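 active = fluorescence ratio B-score, a plate-corrected score, at least three library SD, with initial intensity B-score within 5 SD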
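assay system = CHO-K1 cells stably expressing KCNQ1 | medium = assay buffer, equal DMSO in all wells | timing = 37 °C overnight plating, 90-min dark dye load, 20-min compound pretreatment | measured by = kinetic FluxOR thallium fluorescence, 10-s 1-Hz baseline, 110-s post-stimulus read | measure = fluorescence change relative to baseline, converted to B score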
RGS4 pot: RGS4 potentiators or activators, primary screen, cell-based, HEK293 M3R inducible RGS4, calcium flux; carbachol calcium flux Fluo4; hits give low values; B-score at 10 µM; 310,000 tested, 0.92% active;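 active = B-score of the integrated calcium signal more than 4 SD below the library mean, with starting fluorescence not abnormally high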;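 note: negative B-score means reduced calcium response which marks RGS4 activation or potentiation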
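System: HEK293 FlpIn-TREx cells, stable M3R, doxycycline-inducible RGS4. Timing: overnight RGS4 induction, 30 min dye load 37 °C, 20 min compound RT. Also added: carbachol, ECmax concentration. Measured by: Fluo4 fluorescence kinetic imaging of calcium. Evaluation: integrated calcium ratio converted to B score.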
KCNK9 inh: KCNK9 potassium channel inhibitors, primary screen, HEK293 cells, thallium flux. FluxOR thallium flux fluorescence; hits give low values. B-score at 10 µM. 310,000 tested, 1.2% active;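 active = ratio B-score over 3 SD below the library mean, with starting fluorescence within 5 SD of its mean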;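 note: negative B-score means less thallium flux so channel inhibition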
Target sequence (Q9NPC2 whole entry, looked up): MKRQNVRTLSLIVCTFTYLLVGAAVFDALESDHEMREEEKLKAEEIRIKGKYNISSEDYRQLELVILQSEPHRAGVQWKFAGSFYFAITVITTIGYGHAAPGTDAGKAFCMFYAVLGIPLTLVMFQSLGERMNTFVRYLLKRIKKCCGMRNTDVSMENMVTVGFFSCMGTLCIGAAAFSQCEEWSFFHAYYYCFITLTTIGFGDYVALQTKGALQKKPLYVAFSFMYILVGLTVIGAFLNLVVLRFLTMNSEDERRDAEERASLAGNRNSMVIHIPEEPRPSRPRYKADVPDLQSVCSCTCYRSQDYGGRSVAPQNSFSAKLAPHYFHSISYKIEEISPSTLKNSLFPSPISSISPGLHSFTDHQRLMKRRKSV
KCNK3 inh: human KCNK3 channel inhibitors, primary screen, CHO cells, FluxOR thallium flux, B-score; FluxOR fluorescence; hits give low values; Potassium channel subfamily K member 3 (Homo sapiens), O14649; B-score at 10 µM; AID 602410, 2012; 340,000 tested, 0.84% active;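 active = B-score under library mean minus 4 SD, starting fluorescence ratio at most library mean plus 5 SD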;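 note: more negative B-score means stronger inhibition of thallium flux through KCNK3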
HDAC3 inh: HDAC3 deacetylase inhibitors, primary screen, biochemical, fluorescence, cell-free homogeneous; Histone deacetylase 3 (Homo sapiens), O15379; recombinant HDAC3, fluorogenic peptide/trypsin coupled; inhibition, % at 8.3 µM; 320,000 tested, 0.15% active; in the data active = inhibition above about 26%, passing the limit was not always enough; inconclusive = no clear call, values can overlap the other calls
Target sequence (O15379 whole entry, looked up): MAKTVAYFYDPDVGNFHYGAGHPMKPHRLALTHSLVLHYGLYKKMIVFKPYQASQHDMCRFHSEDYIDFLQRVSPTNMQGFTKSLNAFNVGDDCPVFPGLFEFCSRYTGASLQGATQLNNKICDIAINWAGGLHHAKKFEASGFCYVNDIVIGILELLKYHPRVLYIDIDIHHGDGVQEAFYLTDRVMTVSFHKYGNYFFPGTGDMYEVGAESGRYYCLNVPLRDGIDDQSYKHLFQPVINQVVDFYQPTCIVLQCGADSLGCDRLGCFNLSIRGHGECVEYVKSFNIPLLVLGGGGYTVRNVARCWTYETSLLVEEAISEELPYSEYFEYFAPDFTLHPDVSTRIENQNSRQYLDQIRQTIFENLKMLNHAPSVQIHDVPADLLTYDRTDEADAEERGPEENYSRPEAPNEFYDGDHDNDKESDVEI
Starred values were filed as active, the others as inactive. Compounds were not picked by outcome, and some 6.3% of all compounds hit somewhere here.

What do the screens show for `CCOc1ccc(OCCCCN(C)C)cc1`?
hERG protect: -11; KCNQ1 block: inactive; SKKanGAS inh: 4; TMEM16A inh: inactive; TMEM16A act: inactive; RGS4 inh: inactive; KCNQ1 act: inactive; RGS4 pot: inactive; KCNK9 inh: inactive; KCNK3 inh: inactive; HDAC3 inh: -3

What do the screens show for `NC(=O)NCC1CC1`?
hERG protect: -6; KCNQ1 block: inactive; SKKanGAS inh: 3; TMEM16A inh: inactive; TMEM16A act: inactive; RGS4 inh: inactive; KCNQ1 act: inactive; RGS4 pot: inactive; KCNK9 inh: inactive; KCNK3 inh: inactive; HDAC3 inh: 1

Results for COc1ccc(CCNC(=O)c2c(O)c3ccccc3[nH]c2=O)cc1OC ?
hERG protect: 1; KCNQ1 block: inactive; SKKanGAS inh: 13; TMEM16A inh: inactive; TMEM16A act: inactive; RGS4 inh: inactive; KCNQ1 act: inactive; RGS4 pot: inactive; KCNK9 inh: inactive; KCNK3 inh: inactive; HDAC3 inh: -9

How did Cc1ccc(S(=O)(=O)N2CC(C)N(C(=O)N3CCOCC3)C2C)cc1 (stereo not given) do in these assays?
hERG protect: -2; KCNQ1 block: inactive; SKKanGAS inh: -5; TMEM16A inh: inactive; TMEM16A act: inactive; RGS4 inh: inactive; KCNQ1 act: inactive; RGS4 pot: inactive; KCNK9 inh: inactive; KCNK3 inh: inactive; HDAC3 inh: 3

How did CC1=NN(C(N)=S)C(=O)C1N=Nc1cc(Cl)ccc1Cl (stereo not given) do in these assays?
hERG protect: -2; KCNQ1 block: inactive; SKKanGAS inh: -3; TMEM16A inh: inactive; TMEM16A act: inactive; RGS4 inh: inactive; KCNQ1 act: inactive; RGS4 pot: inactive; KCNK9 inh: inactive; KCNK3 inh: inactive; HDAC3 inh: -7

What do the screens show for `CC(=O)N1N=C(c2cccc([N+](=O)[O-])c2)OC1c1ccc(Cl)cc1Cl` (stereo not given)?
hERG protect: -3; KCNQ1 block: inactive; SKKanGAS inh: 9; TMEM16A inh: inactive; TMEM16A act: inactive; RGS4 inh: inactive; KCNQ1 act: inactive; RGS4 pot: inactive; KCNK9 inh: inactive; KCNK3 inh: inactive; HDAC3 inh: 0

How did C/C(=N\Nc1ccc([N+](=O)[O-])cc1)c1cccc(N)c1 do in these assays?
hERG protect: -1; KCNQ1 block: inactive; SKKanGAS inh: 4; TMEM16A inh: inactive; TMEM16A act: inactive; RGS4 inh: inactive; KCNQ1 act: inactive; RGS4 pot: inactive; KCNK9 inh: inactive; KCNK3 inh: inactive

How did O=C(NNC(=O)c1cc(-c2ccccc2)nc2ccccc12)c1csc(N2CCOCC2)n1 do in these assays?
hERG protect: -19; KCNQ1 block: inactive; SKKanGAS inh: -9; TMEM16A inh: inactive; TMEM16A act: inactive; RGS4 inh: inactive; KCNQ1 act: inactive; RGS4 pot: inactive; KCNK9 inh: inactive; KCNK3 inh: inactive; HDAC3 inh: 5

What do the screens show for `COc1ccc(CCN2C(=O)CC(NNC(=O)c3ccc(F)cc3)C2=O)cc1OC` (stereo not given)?
hERG protect: -11; KCNQ1 block: inactive; SKKanGAS inh: -20; TMEM16A inh: inactive; TMEM16A act: inactive; RGS4 inh: inactive; KCNQ1 act: inactive; RGS4 pot: inactive; KCNK9 inh: inactive; KCNK3 inh: inactive; HDAC3 inh: 5

How did O=C(Nc1ccccc1)c1cnc(-c2ccccc2)nc1-c1ccccc1 do in these assays?
hERG protect: -16; KCNQ1 block: inactive; SKKanGAS inh: 7; TMEM16A inh: inactive; TMEM16A act: inactive; RGS4 inh: inactive; KCNQ1 act: inactive; RGS4 pot: inactive; KCNK9 inh: inactive; KCNK3 inh: inactive; HDAC3 inh: 4

What do the screens show for `COc1ccc(N(C(=O)C(C)C)S(=O)(=O)c2ccc3ccccc3c2)cc1`?
hERG protect: -10; KCNQ1 block: inactive; SKKanGAS inh: 0; TMEM16A inh: inactive; TMEM16A act: inactive; RGS4 inh: inactive; KCNQ1 act: inactive; RGS4 pot: inactive; KCNK9 inh: inactive; KCNK3 inh: inactive; HDAC3 inh: 17

What do the screens show for `Cc1cc(NC(=O)COC(=O)c2ccc(S(=O)(=O)N3CCCC3)cc2)no1`?
hERG protect: -17; KCNQ1 block: inactive; SKKanGAS inh: -30; TMEM16A inh: inactive; TMEM16A act: inactive; RGS4 inh: inactive; KCNQ1 act: inactive; RGS4 pot: inactive; KCNK9 inh: inactive; KCNK3 inh: inactive; HDAC3 inh: -3

Results for CN(C)c1ccc(/C=N/NC(=O)CCCCCNC(=O)c2ccccc2)cc1 ?
hERG protect: -16; KCNQ1 block: inactive; SKKanGAS inh: 0; TMEM16A inh: inactive; TMEM16A act: inactive; RGS4 inh: inactive; KCNQ1 act: inactive; RGS4 pot: inactive; KCNK9 inh: inactive; KCNK3 inh: inactive

Results for CCCS(=O)(=O)N1CCCC(C(=O)NCCCN2CCN(c3ccccc3F)CC2)C1 (stereo not given) ?
hERG protect: -4; KCNQ1 block: inactive; SKKanGAS inh: -3; TMEM16A inh: inactive; TMEM16A act: inactive; RGS4 inh: inactive; KCNQ1 act: inactive; RGS4 pot: inactive; KCNK9 inh: inactive; KCNK3 inh: inactive; HDAC3 inh: -1

Results for CC1CCN(Cc2c(C(=O)N/N=C/c3cc(Cl)ccc3O)nnn2-c2nonc2N)CC1 ?
hERG protect: -9; KCNQ1 block: inactive; SKKanGAS inh: 66*; TMEM16A inh: inactive; TMEM16A act: inactive; RGS4 inh: inactive; KCNQ1 act: inactive; RGS4 pot: inactive; KCNK9 inh: inactive; KCNK3 inh: inactive; HDAC3 inh: -1

Results for Cc1ccc(-c2ccc(CCC(=O)O)n2CC(=O)O)cc1 ?
hERG protect: -8; KCNQ1 block: inactive; SKKanGAS inh: -3; TMEM16A inh: inactive; TMEM16A act: inactive; RGS4 inh: inactive; KCNQ1 act: inactive; RGS4 pot: inactive; KCNK9 inh: inactive; KCNK3 inh: inactive; HDAC3 inh: -7

What do the screens show for `CCc1cccc(NC(=O)C2CCN(S(=O)(=O)c3ccc4[nH]c(=O)ccc4c3)CC2)c1`?
hERG protect: -8; KCNQ1 block: inactive; SKKanGAS inh: -5; TMEM16A inh: inactive; TMEM16A act: inactive; RGS4 inh: inactive; KCNQ1 act: inactive; RGS4 pot: inactive; KCNK9 inh: inactive; KCNK3 inh: inactive; HDAC3 inh: -7

What do the screens show for `O=C(Nc1nc(-c2cc(F)ccc2F)cs1)c1ccccn1`?
hERG protect: -9; KCNQ1 block: inactive; SKKanGAS inh: inconclusive; TMEM16A inh: inactive; TMEM16A act: inactive; RGS4 inh: inactive; KCNQ1 act: inactive; RGS4 pot: inactive; KCNK9 inh: inactive; KCNK3 inh: inactive; HDAC3 inh: 2

Results for COc1cc(NC(=S)NCc2ccco2)c(OC)cc1Cl ?
hERG protect: -7; KCNQ1 block: inactive; SKKanGAS inh: 6; TMEM16A inh: inactive; TMEM16A act: inactive; RGS4 inh: inactive; KCNQ1 act: inactive; RGS4 pot: inactive; KCNK9 inh: inactive; KCNK3 inh: inactive; HDAC3 inh: 5

How did COc1ccc(NC(=O)COc2cccc(-n3cnnn3)c2)cc1 do in these assays?
hERG protect: -3; KCNQ1 block: inactive; SKKanGAS inh: 1; TMEM16A inh: inactive; TMEM16A act: inactive; RGS4 inh: inactive; KCNQ1 act: inactive; RGS4 pot: inactive; KCNK9 inh: inactive; KCNK3 inh: inactive; HDAC3 inh: -2

Results for COC(=O)C1CCN(C(c2cc(OC)c(OC)c(OC)c2)c2sc3nc(C)nn3c2O)CC1 (stereo not given) ?
hERG protect: -5; KCNQ1 block: inactive; SKKanGAS inh: -1; TMEM16A inh: inactive; TMEM16A act: inactive; RGS4 inh: inactive; KCNQ1 act: inactive; RGS4 pot: inactive; KCNK9 inh: inactive; KCNK3 inh: inactive

What do the screens show for `COc1ccc(CNC(=O)c2cc3c(=O)n4ccccc4nc3n(CC3CCCO3)c2=N)cc1` (stereo not given)?
hERG protect: -18; KCNQ1 block: inactive; SKKanGAS inh: 0; TMEM16A inh: inactive; TMEM16A act: inactive; RGS4 inh: inactive; KCNQ1 act: inactive; RGS4 pot: inactive; KCNK9 inh: inactive; KCNK3 inh: inactive; HDAC3 inh: -1

How did COc1ccccc1NC(=S)N1CCC(c2nc3cc(C)c(C)cc3[nH]2)CC1 do in these assays?
hERG protect: -2; KCNQ1 block: inactive; SKKanGAS inh: 0; TMEM16A inh: inactive; TMEM16A act: inactive; RGS4 inh: inactive; KCNQ1 act: inactive; RGS4 pot: inactive; KCNK9 inh: inactive; KCNK3 inh: inactive; HDAC3 inh: 1

How did Cc1cc(C(=O)c2ccccc2)c(NC(=O)CN2CCOCC2)s1 do in these assays?
hERG protect: -9; KCNQ1 block: inactive; SKKanGAS inh: -14; TMEM16A inh: inactive; TMEM16A act: inactive; RGS4 inh: inactive; KCNQ1 act: inactive; RGS4 pot: inactive; KCNK9 inh: inactive; KCNK3 inh: inactive; HDAC3 inh: -2

How did COc1ccc(CCN(C(=O)c2ccco2)C(C(=O)NC2CCCC2)c2ccncc2)cc1OC (stereo not given) do in these assays?
hERG protect: -6; KCNQ1 block: inactive; SKKanGAS inh: -7; TMEM16A inh: inactive; TMEM16A act: inactive; RGS4 inh: inactive; KCNQ1 act: inactive; RGS4 pot: inactive; KCNK9 inh: inactive; KCNK3 inh: inactive; HDAC3 inh: 3

How did O=C(Nc1ccc(F)c(Cl)c1)C1CC2CCC1C2 (stereo not given) do in these assays?
hERG protect: -5; KCNQ1 block: inactive; SKKanGAS inh: -16; TMEM16A inh: inactive; TMEM16A act: inactive; RGS4 inh: inactive; KCNQ1 act: inactive; RGS4 pot: inactive; KCNK9 inh: inactive; KCNK3 inh: inactive; HDAC3 inh: 3
